Assay outcomes (PubChem BioAssay)
Pf growth 96h = inhibits malaria parasite growth, 96 h. P. falciparum luciferase reporter growth, 96 h. Potency, µM (doses to about 28.7 µM), for inactives: top-dose activity change, negative = inhibition, actives largely listed as inhibitors. actives 6.9% (n = 320,000); further: potency means the concentration at half of the fitted maximal effect; on the % scale 0 is the no-effect control and ±100 the full control effect
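Luminescence readout: decreased luciferase signal marks inhibited growth of reporter-expressing P. falciparum in infected red cells (2% hematocrit, 0.05% parasitemia final), exposed to compound two generations (96 h, 37 C, 5% CO2).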
HCV inh = HCV inhibition. AID 651820. Potency, µM (highest dose often 41.8 µM), without a hit: top-dose activity change, negative = inhibition, hits mostly inhibitors. Huh7.5.1 HCVcc-Cre infection, luciferase reporter, 44 h. actives 3.4% (n = 340,000); further: potency means the concentration at half of the fitted maximal effect; on the % scale 0 is the no-effect control and ±100 the full control effect
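Antiviral activity was scored by luciferase reporter output from cells infected with HCVcc-Cre (~0.5 moi) in presence of compound, 44 h infection period, cells seeded 1,000/well 4 h prior.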
TbPYK inhibitor = T. brucei pyruvate kinase inhibition. actives 0.12% (n = 410,000). TbPYK enzyme, Kinase-Glo Plus ATP luminescence, 45 min. Potency, µM (series often up to 76.8 µM), for the others: at the top dose activity, negative = inhibition, most hits filed as inhibitors. Q57TT1; further: potency means the concentration at half of the fitted maximal effect; on the % scale 0 is the no-effect control and ±100 the full control effect; nearly all actives have a fitted effect of over 50% in size
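TbPYK + substrate in 50 mM TEA pH 7.2, 100 mM KCl, 10 mM MgCl2, 0.05% BSA, 0.01% Tween-20; cpd pinned; ADP 130 uM final; 45 min RT; Kinase-Glo Plus 10 min; luminescence endpoint.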
Pf growth 48h = inhibits P. falciparum growth in the first generation, 48 h. P. falciparum luciferase growth in erythrocytes, 48 h. Potency, µM (top dose mostly 28.7 µM), without a hit: at the top dose activity change, negative = inhibition, most hits filed as inhibitors. actives 5.9% (n = 310,000). AID 504832; further: potency means the concentration at half of the fitted maximal effect; on the % scale 0 is the no-effect control and ±100 the full control effect
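Luciferase-expressing P. falciparum in infected erythrocytes (2% hematocrit, 0.1% parasitemia final) in RPMI 1640/0.5% Albumax were exposed to compound for 48 hours at 37 C, 5% CO2; growth read as luminescence.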
Shiga inhibitor = inhibitors of Shiga toxin in Vero cells | Vero cells, Shiga toxin protein synthesis inhibition reporter | inhibition, % at 38.7 µM | actives 9.2% (n = 290,000); in the data active means inhibition mostly above about 28%, no sharp cut-off; inactive means mostly below about 43%; further: 0% is about no effect
LmPK inhibitor = LmPK (Leishmania mexicana) enzyme inhibition; actives 0.37% (n = 290,000); purified LmPK, Kinase-Glo ATP luminescence, 1 h; Potency, µM (series often up to 57.5 µM), for inactives: at the top dose activity change, negative = inhibition, usual class: inhibitors; further: potency means the concentration at half of the fitted maximal effect; on the % scale 0 is the no-effect control and ±100 the full control effect
Target sequence (Q27686 whole entry, looked up): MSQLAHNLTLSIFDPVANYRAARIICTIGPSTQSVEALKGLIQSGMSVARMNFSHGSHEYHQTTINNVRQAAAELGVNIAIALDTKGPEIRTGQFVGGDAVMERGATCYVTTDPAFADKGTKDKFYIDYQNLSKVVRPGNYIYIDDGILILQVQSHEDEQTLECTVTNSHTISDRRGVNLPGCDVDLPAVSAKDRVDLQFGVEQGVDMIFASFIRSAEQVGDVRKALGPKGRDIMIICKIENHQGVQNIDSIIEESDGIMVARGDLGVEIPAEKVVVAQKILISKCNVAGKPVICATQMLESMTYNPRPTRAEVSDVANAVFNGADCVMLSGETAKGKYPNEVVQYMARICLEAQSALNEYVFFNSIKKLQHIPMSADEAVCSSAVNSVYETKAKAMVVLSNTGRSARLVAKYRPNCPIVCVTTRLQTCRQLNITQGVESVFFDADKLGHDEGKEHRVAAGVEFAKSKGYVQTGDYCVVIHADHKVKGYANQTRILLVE
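Purified LmPK (0.1 nM) converted ADP (0.1 mM) to ATP with PEP (0.5 mM) in imidazole buffer pH 7.2 with KCl and MgCl2, 1 h at room temperature. ATP was read by Kinase-Glo luminescence; data normalized to uninhibited and no-enzyme controls.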
CHX counter = affects cycloheximide protein synthesis inhibition readout, counter-screen; max response, %; cell reporter, cycloheximide protein synthesis inhibition counterscreen; actives 12% (n = 300,000); AID 2314; in the data active means max response mostly above about 13%, no sharp cut-off; inactive means mostly below about 14%; further: read at 38.3 µM for the half of the compounds with a filed dose; 0% is about no effect
The depositor's hits bear a star; & = joins results of further samples; [ ] = remark or other dose. Unless noted, the call rests on the fitted dose curve; in most records, active means well fitted curve in the direction sought with a large enough effect; inconclusive means small, poorly fitted or top-dose-only effect, or another doubt; inactive means no such curve, though single readings can be large; an effect the other way counts as inactive or inconclusive. Outcome played no part in choosing rows. About 24% of those tested had a hit in this group.

What do the screens show for `O=C(CNC(=O)c1ccc(S(=O)(=O)N2CCCC2)cc1)N/N=C/c1ccccc1Cl`?
Pf growth 96h: -17%; HCV inh: inconclusive; TbPYK inhibitor: 5%; Pf growth 48h: inconclusive; Shiga inhibitor: 1; LmPK inhibitor: 3%; CHX counter: -2

What do the screens show for `Cc1ccc(N2C(=O)NC(=O)C(CCc3ccncc3)(Cc3cccc(Cl)c3Cl)C2=O)cc1` (stereo unspecified)?
Pf growth 96h: 12µM*; HCV inh: 13%; TbPYK inhibitor: -5%; Pf growth 48h: inconclusive; Shiga inhibitor: -8; LmPK inhibitor: 1%; CHX counter: -2

What do the screens show for `S=c1[nH]cc(Cc2ccccc2)s1`?
Pf growth 96h: -26%; HCV inh: 29%; TbPYK inhibitor: inconclusive; Pf growth 48h: -12%; Shiga inhibitor: -3; LmPK inhibitor: 8%; CHX counter: -2

How did O=C(NC(Cc1c[nH]c2ccccc12)C(=O)O)/C(=C/c1ccc(F)cc1)NC(=O)c1ccccc1 (stereo unspecified) do in these assays?
Pf growth 96h: 15%; HCV inh: 10%; TbPYK inhibitor: 1%; Pf growth 48h: 17%; Shiga inhibitor: -6; LmPK inhibitor: 7%; CHX counter: -2

How did O=C(O)CC1(CC(=O)Nc2ccc3sccc3c2)CCCCC1 do in these assays?
Pf growth 96h: -8%; HCV inh: inconclusive; TbPYK inhibitor: -10%; Pf growth 48h: 0%; Shiga inhibitor: 33; LmPK inhibitor: 1%; CHX counter: 6

Results for COc1ccc(C(O)CNc2ccc(C)cc2)cc1 (stereo unspecified) ?
Pf growth 96h: inconclusive; HCV inh: -19%; TbPYK inhibitor: 1%; Pf growth 48h: inconclusive; Shiga inhibitor: -15; LmPK inhibitor: -1%; CHX counter: -2

What do the screens show for `COc1ccc(CCNC(=O)c2c([S-])n(-c3ccc(C)cc3)c3cccc[n+]23)cc1`?
Pf growth 96h: 10µM*; HCV inh: 11µM*; TbPYK inhibitor: -32%; Pf growth 48h: inconclusive; Shiga inhibitor: 23; LmPK inhibitor: 8%; CHX counter: -3

What do the screens show for `NCCc1nnc(SCc2ccc(F)cc2)o1`?
Pf growth 96h: -16%; HCV inh: inconclusive; TbPYK inhibitor: -5%; Pf growth 48h: 24%; Shiga inhibitor: -6; LmPK inhibitor: -1%; CHX counter: -5

How did COc1cccc(CNC(=O)CC2C(=O)NCCN2CCCc2ccccc2)c1 (stereo unspecified) do in these assays?
Pf growth 96h: 9.3µM*; HCV inh: 9%; TbPYK inhibitor: -4%; Pf growth 48h: inconclusive; Shiga inhibitor: 26; LmPK inhibitor: -2%; CHX counter: 0

How did CC(=O)Nc1c2c(nn1-c1ccc(C)cc1)CS(=O)(=O)C2 do in these assays?
Pf growth 96h: 24%; HCV inh: 8%; TbPYK inhibitor: -1%; Pf growth 48h: -1%; Shiga inhibitor: -10; LmPK inhibitor: -1%; CHX counter: 8

What do the screens show for `COc1cc(/C=C/C(=O)O)cc(S(=O)(=O)NCc2ccco2)c1OC`?
Pf growth 96h: inconclusive; HCV inh: 16%; TbPYK inhibitor: -12%; Pf growth 48h: 10%; Shiga inhibitor: 12; LmPK inhibitor: 7%; CHX counter: 1

Results for CN(C)c1ccc(C2Nc3ccccc3C(=O)N2CCN2CCNC2=O)cc1 (stereo unspecified) ?
Pf growth 96h: inconclusive; HCV inh: 1%; TbPYK inhibitor: 5%; Pf growth 48h: inconclusive; Shiga inhibitor: 18; LmPK inhibitor: 0%; CHX counter: 11

Results for Cc1c(C(=O)N(C)c2ccccc2Cl)cnn1-c1ccccc1 ?
Pf growth 96h: -14%; HCV inh: inconclusive; TbPYK inhibitor: 3%; Pf growth 48h: 2%; Shiga inhibitor: 30*; LmPK inhibitor: -8%; CHX counter: 12*

How did COc1ccc2nc(NC(=O)c3cccc(-c4cc5ccccc5oc4=O)c3)sc2c1 do in these assays?
Pf growth 96h: 4.7µM*; HCV inh: 11µM*; TbPYK inhibitor: -1%; Pf growth 48h: inconclusive; Shiga inhibitor: 43*; LmPK inhibitor: 3%; CHX counter: 34*

How did CCCc1c(C(=O)N/N=C/c2cccnc2)nnn1-c1nonc1N do in these assays?
Pf growth 96h: 8%; HCV inh: 14%; TbPYK inhibitor: -1%; Pf growth 48h: 8%; Shiga inhibitor: -5; LmPK inhibitor: 6%; CHX counter: 0

The last 2 records of the part before lead into the next:
How did COc1ccc2nc(NC(=O)c3cccc(-c4cc5ccccc5oc4=O)c3)sc2c1 do in these assays?
Pf growth 96h: 4.7µM*; HCV inh: 11µM*; TbPYK inhibitor: -1%; Pf growth 48h: inconclusive; Shiga inhibitor: 43*; LmPK inhibitor: 3%; CHX counter: 34*

How did CCCc1c(C(=O)N/N=C/c2cccnc2)nnn1-c1nonc1N do in these assays?
Pf growth 96h: 8%; HCV inh: 14%; TbPYK inhibitor: -1%; Pf growth 48h: 8%; Shiga inhibitor: -5; LmPK inhibitor: 6%; CHX counter: 0

Results for Cc1ccc(CNC(=O)COC(=O)[C@@H]2CC(O)CN2S(=O)(=O)c2ccc3c(c2)OCCO3)cc1 (stereo partly specified) ?
Pf growth 96h: -13%; HCV inh: -5%; TbPYK inhibitor: 0%; Pf growth 48h: -6%; Shiga inhibitor: -2; LmPK inhibitor: 0%; CHX counter: -6

Results for CC(C)C1=CC(=NS(=O)(=O)c2cccc([N+](=O)[O-])c2)C=C(C(C)C)C1=O ?
Pf growth 96h: 3%; HCV inh: -5%; TbPYK inhibitor: -3%; Pf growth 48h: 6%; Shiga inhibitor: -18; LmPK inhibitor: 2%; CHX counter: -2

Results for CCCCNc1c(C(=O)OCC)c(=O)[nH]c2ccccc12 ?
Pf growth 96h: 36%; HCV inh: -22%; TbPYK inhibitor: 0%; Pf growth 48h: 1%; Shiga inhibitor: -3; LmPK inhibitor: -1%; CHX counter: -4

Results for O=C(c1ccc(C(F)(F)F)cc1)C1CCCN(Cc2ccncc2)C1 (stereo unspecified) ?
Pf growth 96h: 9%; HCV inh: 6.3µM*; TbPYK inhibitor: 3%; Pf growth 48h: 12µM*; Shiga inhibitor: 2; LmPK inhibitor: 12%; CHX counter: 1

Results for COc1cccc2sc(NC(=O)c3ccc(Br)s3)nc12 ?
Pf growth 96h: 22%; HCV inh: inconclusive; TbPYK inhibitor: 4%; Shiga inhibitor: 72; LmPK inhibitor: 2%; CHX counter: 32*

What do the screens show for `Cc1ccc(-c2noc(N=O)c2NO)cc1`?
Pf growth 96h: inconclusive; HCV inh: -16%; TbPYK inhibitor: -4%; Pf growth 48h: inconclusive; Shiga inhibitor: 23; LmPK inhibitor: -9%; CHX counter: 9

Results for COc1ccc2oc(=O)c(C(=O)NCC3CCCO3)cc2c1 (stereo unspecified) ?
Pf growth 96h: -8%; HCV inh: -5%; TbPYK inhibitor: 0%; Shiga inhibitor: 45; LmPK inhibitor: 2%; CHX counter: 29*

What do the screens show for `CC1CCN(C(=S)c2cccc([N+](=O)[O-])c2)CC1`?
Pf growth 96h: -41%[5.75 µM]; HCV inh: 10%; TbPYK inhibitor: -11%; Pf growth 48h: -15%; Shiga inhibitor: 21; LmPK inhibitor: 0%; CHX counter: -1

Results for COc1ccc(OC)c(-c2nn(-c3ccccc3)cc2C(=O)NCC(c2ccco2)N2CCCC2)c1 (stereo unspecified) ?
Pf growth 96h: inconclusive; HCV inh: -17%; TbPYK inhibitor: 0%; Pf growth 48h: 9.3µM*

What do the screens show for `N#CC1(NC(=O)COC(=O)c2cc(O)c3ccccc3c2O)CCCCC1`?
Pf growth 96h: 12µM*; HCV inh: 6%; TbPYK inhibitor: 28µM*; Pf growth 48h: inconclusive

How did COC(=O)CCC(=O)NC1CC(C)(C)Cc2c1cnn2-c1ccc(F)cc1 (stereo unspecified) do in these assays?
Pf growth 96h: -3%; HCV inh: 9%; TbPYK inhibitor: -6%; Pf growth 48h: -15%; Shiga inhibitor: -6; LmPK inhibitor: 0%; CHX counter: -2

What do the screens show for `COc1cccc(C(=O)CSc2nnc(-c3ccco3)n2CC2CCCO2)c1` (stereo unspecified)?
Pf growth 96h: 46%[activator]; HCV inh: inconclusive; TbPYK inhibitor: -4%; Pf growth 48h: 8%; Shiga inhibitor: 23; LmPK inhibitor: 2%; CHX counter: -4

How did COc1ccccc1CNS(=O)(=O)c1c(C)nc2sccn2c1=O do in these assays?
Pf growth 96h: inconclusive; HCV inh: 16%; TbPYK inhibitor: 4%&-6%; Pf growth 48h: 4%; Shiga inhibitor: -4; LmPK inhibitor: 0%; CHX counter: 1

Results for Fc1ccc(NC(=S)Nc2cc(-c3ccccc3)[nH]n2)cc1Cl ?
Pf growth 96h: 25%; HCV inh: inconclusive; TbPYK inhibitor: -8%; Pf growth 48h: 10µM*; Shiga inhibitor: 29; LmPK inhibitor: 3%; CHX counter: 12

What do the screens show for `O=C(CSc1nc2ccccc2[nH]1)N1CCN(c2ccccc2)CC1`?
Pf growth 96h: inconclusive; HCV inh: -9%; TbPYK inhibitor: 10%; Pf growth 48h: inconclusive; Shiga inhibitor: 43; LmPK inhibitor: -4%; CHX counter: 11

Results for CCOC(=O)c1cc(-c2ccc(/C=C3/C(=O)NC(=O)C(C#N)=C3C)o2)ccc1Cl ?
Pf growth 96h: 38%[activator]; HCV inh: -15%; TbPYK inhibitor: inconclusive; Pf growth 48h: 17%; Shiga inhibitor: 22; LmPK inhibitor: 0%; CHX counter: 6

Results for CC1=C(C(=O)OCC2CCCO2)C(c2ccncc2)C2=C(CCCC2=O)N1 (stereo unspecified) ?
Pf growth 96h: 0%; HCV inh: 17%; TbPYK inhibitor: 0%; Pf growth 48h: 15%; Shiga inhibitor: 7; LmPK inhibitor: -7%; CHX counter: -4

How did CCOC(=O)N1CCC(NC(=O)C2CCCN2C(=O)OCc2ccccc2)CC1 (stereo unspecified) do in these assays?
Pf growth 96h: 62%[activator]; HCV inh: 7%; TbPYK inhibitor: 0%; Pf growth 48h: 4%; Shiga inhibitor: -27; LmPK inhibitor: -9%; CHX counter: -4

What do the screens show for `CC(O)CNc1nc2ccccc2n1CC(=O)N1CCN(Cc2ccccc2)CC1` (stereo unspecified)?
Pf growth 96h: -3%; HCV inh: -18%; TbPYK inhibitor: -7%; Pf growth 48h: -19%; Shiga inhibitor: -14; LmPK inhibitor: 3%; CHX counter: 0

What do the screens show for `COC(=O)Cc1ccc(OC(=O)C2CCN(S(=O)(=O)c3ccc(OC)c(OC)c3)CC2)cc1`?
Pf growth 96h: -1%; HCV inh: -4%; TbPYK inhibitor: 6%; Pf growth 48h: inconclusive

How did CC(=O)Nc1ccc(OCc2ccc(S(=O)(=O)Cc3ccccc3)cc2)cc1 do in these assays?
Pf growth 96h: inconclusive; HCV inh: 6%; TbPYK inhibitor: 1%; Pf growth 48h: 13%; Shiga inhibitor: 3; LmPK inhibitor: -1%; CHX counter: -3

How did N#C/C(=C/c1cccc(O)c1)C(=O)NCc1ccc(Cl)cc1 do in these assays?
Pf growth 96h: -22%; HCV inh: 1%; TbPYK inhibitor: -3%; Pf growth 48h: inconclusive; Shiga inhibitor: 12; LmPK inhibitor: 3%; CHX counter: -3
